Screening results as filed in PubChem.
proCasp3 act – activators of human procaspase-3. P42574. recombinant procaspase-3 D3A, Ac-DEVD-pNA absorbance 405 nm. activation, % at 8.5 µM. actives 0.11% (n = 330,000). AID 463141;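 active = activation above the mean of all tested compounds plus 3 SD, cut at about 21% in these data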;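 note: 0% = DMSO alone and 100% = DMSO wells spiked with extra 5 µM PC-3 D3A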
Target sequence (P42574 whole entry D9A/D28A/D175A): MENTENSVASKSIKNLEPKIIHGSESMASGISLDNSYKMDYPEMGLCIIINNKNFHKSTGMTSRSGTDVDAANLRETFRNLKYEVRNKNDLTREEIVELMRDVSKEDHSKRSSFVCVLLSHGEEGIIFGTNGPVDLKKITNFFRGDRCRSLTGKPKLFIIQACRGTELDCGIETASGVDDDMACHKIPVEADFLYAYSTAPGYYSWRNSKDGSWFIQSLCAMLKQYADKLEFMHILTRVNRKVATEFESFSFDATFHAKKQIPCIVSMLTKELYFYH
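Technique: 405 nm absorbance of p-nitroaniline, reads at 0 and 120 min; Test system: Procaspase-3 D3A mutant; Incubation: 1 h enzyme-compound preincubation, then 2 h substrate reaction, 25 °C; Repeats: singlicate, each compound tested once; Benchmarks: low control DMSO wells, high control DMSO plus 5 µM PC-3 D3A.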
core dimer inh – HCV core protein dimerization inhibition | inhibition, % at 5 µM | TR-FRET GST/Flag-core106 dimerization, 1536-well | actives 0.33% (n = 300,000);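 active = inhibition above the mean of all tested compounds plus 3 SD, set per screening campaign, cut at about 45% in these data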
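Material: GST/Flag-tagged HCV core106 proteins. Incubation: 4 h, 22.5 °C incubation. Read-out basis: inhibition (%) from 671 over 617 nm ratio. Measured by: TR-FRET, excitation 340 nm, emission 617 and 671 nm.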
PP1 inh – counter-screen for PP5 inhibitors: inhibitors of human PP1-alpha | P62136 | purified PP1alpha, OMFP fluorescence | inhibition, % at 6.7 µM | actives 0.9% (n = 320,000);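 active = inhibition above the mean inhibition of all tested compounds plus 3 SD, computed separately for each screening campaign, cut at about 15% in these data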
Target sequence (P62136 whole entry, looked up): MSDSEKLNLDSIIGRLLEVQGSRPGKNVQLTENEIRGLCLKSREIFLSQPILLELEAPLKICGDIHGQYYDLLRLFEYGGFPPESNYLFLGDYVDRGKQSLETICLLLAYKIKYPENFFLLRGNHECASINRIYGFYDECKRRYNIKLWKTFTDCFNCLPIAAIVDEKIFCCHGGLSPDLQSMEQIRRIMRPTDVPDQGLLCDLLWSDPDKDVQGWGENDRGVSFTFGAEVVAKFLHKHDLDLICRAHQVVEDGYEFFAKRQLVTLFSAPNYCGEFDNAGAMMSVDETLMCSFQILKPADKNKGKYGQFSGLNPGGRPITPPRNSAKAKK
GASC-1 inh – blocks human GASC-1 demethylase activity; GST-JMJD2C(1-420) H3K9me3 demethylation, DELFIA europium; inhibition, % at 2.35 µM; actives 0.069% (n = 330,000);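 active = more than half of a compound's replicate wells show inhibition beyond 50%, single wells judged on their own value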;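 note: signal counts dimethyl H3K9 product captured on neutravidin plate; 0% = median of DMSO wells and 100% = 0.3 times that DMSO median; strong numbers were not always called active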
Target sequence (Q9H3R0 1-420 limits assumed): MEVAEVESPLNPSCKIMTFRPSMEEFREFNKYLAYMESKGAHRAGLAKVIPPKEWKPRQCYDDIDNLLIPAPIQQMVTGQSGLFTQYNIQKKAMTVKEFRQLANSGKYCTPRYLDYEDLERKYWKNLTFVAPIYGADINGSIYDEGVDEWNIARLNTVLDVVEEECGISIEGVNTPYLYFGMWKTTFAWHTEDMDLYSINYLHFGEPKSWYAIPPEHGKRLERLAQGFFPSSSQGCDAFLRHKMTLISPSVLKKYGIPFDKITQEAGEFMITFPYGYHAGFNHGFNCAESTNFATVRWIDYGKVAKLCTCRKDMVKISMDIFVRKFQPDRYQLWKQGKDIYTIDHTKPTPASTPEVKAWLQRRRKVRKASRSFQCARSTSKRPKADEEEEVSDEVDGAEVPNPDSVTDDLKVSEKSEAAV
PP5 inh – blocks human protein phosphatase 5 activity; actives 0.18% (n = 320,000); AID 1987; P53041; purified PP5c, OMFP substrate fluorescence; inhibition, % at 6.7 µM;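 active = inhibition above the campaign's mean inhibition across all tested compounds plus 3 SD, cut at about 9.5% in these data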;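 note: 0% = DMSO only and 100% = 100 µM cantharidin control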
procasp7 counter – counter-screen for procaspase-3 activators: activators of human procaspase-7. P55210. recombinant procaspase-7, Ac-DEVD-pNA absorbance 405 nm; D23A/D198A/D206A triple mutant, cannot self-cleave; scale: DMSO 0, 5 µM enzyme 100. activation, % at 8.5 µM. actives 0.093% (n = 330,000);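 active = percent activation above the screen-wide mean plus 3 SD, cut at about 25% in these data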
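Test system: Procaspase-7 triple mutant (PC-7 D3A). Also added: Ac-DEVD-pNA substrate, 400 µM as added. Schedule: 1 h enzyme–compound preincubation and 2 h substrate reaction, both 25 °C. Signal: p-Nitroaniline absorbance at 405 nm, read at 0 and 120 min. Control set: low DMSO alone, high DMSO plus 5 µM PC-7.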
VLA-4 inh – inhibition in a human VLA-4 binding assay; P13612; VLA-4 expressing cells, ligand binding flow cytometry; inhibition, % (about 7 µM as worked out from the volumes in the protocol); actives 0.2% (n = 330,000); in the data active = inhibition above about 50%
Fh CTSL1 inh – cathepsin L1 inhibition, PFM18AAP counter-screen; inhibition, % at 5.96 µM; recombinant F. hepatica cathepsin L1, Z-Leu-Arg-MCA fluorescence; actives 0.49% (n = 300,000);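 active = inhibition above the mean of all tested compounds plus 3 SD, set per screening campaign, cut at about 17% in these data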;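 note: 0% = plate median of test compound wells and 100% = 1 µM Z-Phe-Ala-diazomethylketone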
GRK2 inh – human GRK2 inhibition via aptamer displacement | P25098 | bead flow cytometry, FAM-aptamer displacement from GRK2 | inhibition of aptamer binding, % at 10 µM | actives 0.59% (n = 330,000) | AID 488847;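 active = inhibition of aptamer binding above 40%, roughly 3 SD of noise, on plates passing a quality check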;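 note: median bead fluorescence of bound FAM aptamer so fluorescent compounds give negative values; no value below 0 was filed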
The depositor's hits bear a star; . = not tested or not shown; & = joins results of further samples.

No.	Molecule	proCasp3 act	core dimer inh	PP1 inh	GASC-1 inh	PP5 inh	procasp7 counter	VLA-4 inh	Fh CTSL1 inh	GRK2 inh
1	COc1ccc(Br)cc1CN1CCCCCC1	-4	3	4	1	4.2	-13	26	0	4
2	CCc1ncc(C(=O)c2ccc(OC)cc2)n1C	-3	-2	4	-3	0.2	5	13	5	0
3	CCCOc1ccccc1OCC(=O)N1CCN(S(=O)(=O)c2ccc(Cl)cc2)CC1	17	.	-1	5	0.7	4	22	.	0
4	CCOC(=O)N1CCN(C(=O)c2ccc(CN(c3ccccc3)S(C)(=O)=O)cc2)CC1	-6	4	-9	-4	2.4	2	-5	-2	5
5	Cc1nn(CC(=O)NN)c(C)c1Br	-6	0	-7	-20	1.8	8	9	-5	1
6	O=C(CSc1ccccn1)Nc1ccc2c(c1)oc1ccccc12	-1	-5	0	7	1.8	10	.	2	3
7	COc1cccc(OCC(=O)NNC(=O)CCc2ccccc2)c1	2	0	-4	9	2.4	-1	-5	-19	3
8	CN(C)S(=O)(=O)c1cccc(NC(=O)c2ccc(-n3cncn3)c([N+](=O)[O-])c2)c1	2	0	-4	2	0.0	2	3	-6	2
9	CC1CCCC(C)N1CCCNC(=O)CN1C(=O)c2cccnc2Oc2ccc(Cl)cc21 (centres undefined)	6	1	4	-13	0.6	6	-23	5	0
10	Cc1cccc(NCN2C(=O)C3C4C=CC(C4)C3C2=O)c1 (centres undefined)	-7	-6	-2	6	-1.3	10	3	-2	0
11	COc1cc(C(=O)NCC(=O)NNC(=O)CN(C)S(=O)(=O)c2ccc(Cl)cc2)cc(OC)c1OC	-3	.	.	-8	.	2	-2	.	0
12	COc1ccccc1NC(=O)C1CCN(S(=O)(=O)c2ccc3c(c2)CC(C)N3C(C)=O)CC1 (centres undefined)	11	8	-3	0	1.9	-4	0	9	0
13	CS(=O)(=O)c1cccc(-c2nnc(NC(=O)CCS(=O)(=O)c3ccccc3)o2)c1	-1	-3	0	13	-2.5	5	9	2	3
14	O=S(=O)(NCc1ccc(Cl)cc1)NCc1ccccc1F	10	9	-1	-2	0.4	10	-3	1	0
15	COc1ccc(OC(C)C(=O)Nc2cccnc2)cc1 (centres undefined)	-4	0	3	4	0.6	14	3	2	0
16	Cc1ccc(C)c(NC(=O)CS(=O)(=O)c2cn(C)c3ccccc23)c1	12	0	-1	4	3.0	-3	8	-5	0
17	COc1ccc(CN(C)C(=O)c2cccc(S(=O)(=O)N3CCN(c4ccccc4)CC3)c2)c(OC)c1OC	0	8	-5	-5	0.6	8	6	2	0
18	COc1cccc2[nH]c3c(=O)n(CCN(C)C)cnc3c12	8	3	-3	0	1.0	5	6	6	3
19	Cc1ccc(C(=O)Nc2cc(C)c(OCC(=O)N3CCOCC3)c(C)c2)cc1	-1	1	3	4	-1.8	3	-9	3	0
20	O=C(NCc1ccccn1)C1CCC(=O)N(Cc2ccc(Cl)cc2)C1 (centres undefined)	5	-9	-1	2	4.3	0	-7	6	0

Following part.
No.	Molecule	proCasp3 act	core dimer inh	PP1 inh	GASC-1 inh	PP5 inh	procasp7 counter	VLA-4 inh	Fh CTSL1 inh	GRK2 inh
21	Cc1cc(C)n(CC(=O)N2N=C(C(F)F)CC2(O)C(F)F)n1 (centres undefined)	-3	0	-3	-3	0.2	6	2	1	0
22	Cc1ccc2oc(=O)n(CC(=O)OC(C)C)c2c1	0	-2	-4	4	0.2	4	9	-2	0
23	Cc1csc(N(C(=O)c2cccc(S(=O)(=O)N3CCCC3)c2)c2ccccc2)n1	0	4	-1	6	-0.9	7	3	-4	2
24	CCOC(=O)c1ccc(NC(=O)CSC2=NC(=O)C(CC)C(=O)N2)cc1 (centres undefined)	6	0	-1	12	3.7	-12	-4	0	1
25	CCc1ccccc1NC(=O)Cc1ccc(-n2cccc2)cc1	6	25	2	8	1.4	12	-18	-3	0
26	Cc1c(NC(=O)C(=O)/C=C(\O)c2ccc(Cl)cc2)c(=O)n(-c2ccccc2)n1C	0	-4	5	-8	5.0	2	3	-1	1
27	CCN1CCCC1CNc1ccc(S(C)(=O)=O)cc1[N+](=O)[O-] (centres undefined)	1	7	-1	-10	-2.4	-1	15	-3	1
28	Cc1ccc(-n2ncc(Cl)c2C(=O)NC2CC2)cc1	5	-3	3	2	2.2	1	26	-5	0
29	Cc1ccc2nc(Cc3ccc(N)cc3)oc2c1	-2	6	-2	15	0.5	3	-7	0	0
30	CC1(C)CC(=O)C(Sc2ccccc2C(=O)O)=C(O)C1	-1	-4	-1	2	0.5	-8	17	-5	2
31	O=C(CCCN1C(=O)c2ccccc2C1=O)N1CCOCC1	-9	3	12	-9	3.4	2	20	-6	3
32	C=CCc1cccc2ccc(=O)oc12	-10	-8	4	-5	3.3	-1	6	-6	2
33	COC(=O)c1nc2n(n1)C(c1ccc([N+](=O)[O-])cc1)C(C(=O)Nc1ccc(Cl)cc1)=C(C)N2 (centres undefined)	4	-4	4	1	-0.5	2	1	-2	0
34	C/C(=N/NC(=O)c1ccc(Br)o1)c1ccncc1	9	-6	4	9	1.4	0	7	-1	1
35	CCc1ccc(NC(=O)CNC(=O)[C@@H]2Cc3ccccc3CN2C(=O)OC(C)(C)C)cc1	3	-3	5	5	3.0	-2	10	-1	0
36	COc1cccc2cc(C(N)=O)oc12	2	-2	-1	4	-0.7	13	51*	-2	2
37	CCC(c1nnnn1Cc1ccccc1)N(Cc1cc2cc(OC)ccc2[nH]c1=O)CC1CCCO1 (centres undefined)	0	10	0	8&12	2.9	0	7	0	1
38	CCC1Oc2ccc(C)cc2N(CC(=O)NCCCN2CCCCC2C)C1=O (centres undefined)	-5	-13	1	19	1.2	10	11	4	0
39	Cc1ccc(N(CC(=O)NC2CCCC2)C(=O)CCC(=O)Nc2nccs2)c(C)c1	12	0	-4	-23	-0.2	8	9	-3	0
40	O=C(CN1C(=O)COc2ccccc21)NCCC1=CCCCC1	2	-3	-1	-5	1.0	3	-8	0	0

Compound profiles, as listed above.
Record of CCC(c1nnnn1Cc1ccccc1)N(Cc1cc2cc(OC)ccc2[nH]c1=O)CC1CCCO1 (centres undefined) : proCasp3 act = 0; core dimer inh = 10; PP1 inh = 0; GASC-1 inh = 8&12; PP5 inh = 2.9; procasp7 counter = 0; VLA-4 inh = 7; Fh CTSL1 inh = 0; GRK2 inh = 1
Record of Cc1c(NC(=O)C(=O)/C=C(\O)c2ccc(Cl)cc2)c(=O)n(-c2ccccc2)n1C : proCasp3 act = 0; core dimer inh = -4; PP1 inh = 5; GASC-1 inh = -8; PP5 inh = 5.0; procasp7 counter = 2; VLA-4 inh = 3; Fh CTSL1 inh = -1; GRK2 inh = 1

Returning to the listing; the 3 compounds before the break are reprinted first.
No.	Molecule	proCasp3 act	core dimer inh	PP1 inh	GASC-1 inh	PP5 inh	procasp7 counter	VLA-4 inh	Fh CTSL1 inh	GRK2 inh
38	CCC1Oc2ccc(C)cc2N(CC(=O)NCCCN2CCCCC2C)C1=O (centres undefined)	-5	-13	1	19	1.2	10	11	4	0
39	Cc1ccc(N(CC(=O)NC2CCCC2)C(=O)CCC(=O)Nc2nccs2)c(C)c1	12	0	-4	-23	-0.2	8	9	-3	0
40	O=C(CN1C(=O)COc2ccccc21)NCCC1=CCCCC1	2	-3	-1	-5	1.0	3	-8	0	0
41	O=C(COc1ccccc1[N+](=O)[O-])Nc1cc(Cl)ccc1C(=O)O	-3	3	-3	-2	-1.7	14	2	0	3
42	COC(=O)c1ccc(NC(=O)N2CCC(O)(c3cccnc3)CC2)cc1	6	0	-2	-5	-3.1	9	7	-2	0
43	CCN(CC)S(=O)(=O)c1ccc(OC(C)C)c(NC(=O)C2=COCCO2)c1	9	6	-5	-3	1.3	1	-1	2	5
44	Cc1cc(=O)[nH]c(SCc2ccc(Cl)cc2)n1	12	-1	-2	-11	1.6	0	-5	-1	0
45	COc1ccc(NC(=O)CC2Nc3ccccc3NC2=O)c([N+](=O)[O-])c1 (centres undefined)	1	-2	1	-4	0.2	9	3	-4	0
46	CC(=O)NC(c1cc(Cl)c2cccnc2c1O)C(C)C (centres undefined)	1	.	1	6	2.5	4	-5	.	0
47	CCOP(=O)(OCC)C(NC(=O)Nc1ccc(Cl)c(Cl)c1)C(N)=O (centres undefined)	-4	-8	17*	7	0.5	12	-2	-2	3
48	CCC1S/C(=N/C(=O)NC2CCCCC2)NC1=O (centres undefined)	6	2	-2	4	1.4	8	-2	-2	0
49	COc1cc(C)c(/C=C(\C#N)C(=O)Nc2ccc(C)cc2)cc1C(C)C	-6	-4	-2	31	-1.5	-14	-4	-9	1
50	O=C(c1ccoc1)N1CCC2(CC1)Oc1ccc(F)cc1C(=O)C21CC(c2ccccc2)=NO1 (centres undefined)	3	2	3	4	4.3	16	-11	-2	1
51	COc1ccc(OCC(O)CNC(=O)Nc2cc(F)ccc2C)cc1 (centres undefined)	-3	-2	-1	-20	-0.3	-1	-3	5	0
52	CC(C)CN(C(=O)CSc1nnnn1C)C1CCS(=O)(=O)C1 (centres undefined)	-2	0	-2	-15	3.7	-2	1	5	0
53	COc1ccc(OC)c(C(O)CNC(=O)CN)c1 (centres undefined)	-5	-1	-2	-17	1.4	3	8	5	1
54	COC(=O)c1[nH]c2ccc(Cl)cc2c1NC(=O)CCN1CCN(C2CCCCC2)CC1	7	0	-1	-8	-1.1	-1	5	5	0
55	CCC(C(=O)Nc1ccncc1)c1ccccc1 (centres undefined)	3	-2	-3	-2	0.5	3	1	-4	0
56	C#CCNC(=O)C1=C[C@@H](C2CCCCC2)[C@H](CCCO)[C@@H](OCC)O1	3	15	-2	4	-0.4	12	11	7	0
57	CCOC(=O)Cc1csc(NC(=O)CSc2nc(=O)[nH]c3c2CCCC3)n1	5	-1	3	-4	-2.3	2	21	-3	3
58	Nc1ccccc1C(=O)NNC(=O)C(=O)/C=C(\O)c1ccccc1	-2	11	3	4	2.1	1	2	-3	0
59	Cc1nn(-c2ccccc2)c(C)c1NC(=O)COC(=O)/C=C/c1ccccc1	-4	0	-5	1	-0.8	1	11	3	2
60	CC(C)CCNC(=O)C(c1ccc(O)cc1)N(C(=O)C1COc2ccccc2O1)c1cccc(O)c1 (centres undefined)	-2	8	3	-13	4.4	3	0	2	0

New compounds follow:
No.	Molecule	proCasp3 act	core dimer inh	PP1 inh	GASC-1 inh	PP5 inh	procasp7 counter	VLA-4 inh	Fh CTSL1 inh	GRK2 inh
61	CCC(C)N(C(=O)CSc1ncnc2c1cnn2-c1ccccc1)C1CCS(=O)(=O)C1 (centres undefined)	7	-6	-2	-5	-0.1	7	6	-2	0
62	COCCCNC(=O)c1c(NC(=O)c2cccs2)sc2c1CCCC2	-4	-1	-1	-4	-1.3	-15	-20	2	2
63	COc1cccc(NC(=O)CN(C)C(=O)CCNS(=O)(=O)c2ccc(C)cc2)c1	-6	.	-1	3	-3.0	2	15	.	0
64	O=c1cc(Nc2ccc3c(c2)OCO3)[nH]c(=O)n1-c1ccc(Br)cc1	1	35	5	1	-0.2	5	-3	6	2
65	Cc1cc(/C=C2/NC(=O)NC2=O)c(C)n1-c1sc2c(c1C#N)CCCC2	-5	21	2	-6	3.8	4	5	4	4
66	CC(C)n1cnc2c(=S)nc[nH]c21	-12	2	1	27	-0.1	-13	0	-3	0
67	COc1ccc(NC(=O)Cn2c3ccc(OC)cc3c3nc4n(c(=O)c32)CCS4)cc1	0	22	-4	2	-2.7	13	11	3	0
